MazEF act: increases E. coli MazEF RNase cleavage of RNA. FAM/BHQ RNA-DNA oligo cleavage fluorescence, 5 h. 350,000 compounds, 0.32% hits. AID 504720. activation, % at 20 µM. P0AE70; in the data active means activation above about 50%
Target sequence (P0AE70 whole entry, looked up): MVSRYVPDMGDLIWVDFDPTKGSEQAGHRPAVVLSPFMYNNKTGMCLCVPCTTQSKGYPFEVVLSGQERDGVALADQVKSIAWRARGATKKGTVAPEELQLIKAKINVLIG
PrPC TRFRET: reduces human prion protein on the cell surface. P04156. cell surface PrPC, TR-FRET read-out. inhibition, % at 13.8 µM. 370,000 compounds, 0.43% hits; in the data active means inhibition above about 24%; further: 0% = median of the test wells and 100% = reference compound wells
SARS 3CLpro inh: SARS-CoV 3CLpro protease inhibition; inhibition, % at 6 µM; recombinant SARS-CoV 3CLpro, quenched FRET peptide cleavage; 290,000 compounds, 0.14% hits; in the data active means inhibition above about 12%
TcdB GH inh: blocks C. difficile toxin B glycohydrolase activity. P18177. TcdB glycohydrolase enzymatic assay, plate reader. inhibition, % at 9.99 µM. 350,000 compounds, 0.24% hits. AID 652162; in the data active means inhibition above about 10%
Rv3671c inh: inhibits the M. tuberculosis serine protease Rv3671c | inhibition, % at 5.96 µM | 320,000 compounds, 0.048% hits | AID 2606; in the data active means inhibition above about 38%;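 further: extracellular domain of Rv3671c used as enzyme; 0% = enzyme with DMSO and 100% = no enzyme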
Target sequence (P9WHR9 whole entry, looked up, the tested form may be a part): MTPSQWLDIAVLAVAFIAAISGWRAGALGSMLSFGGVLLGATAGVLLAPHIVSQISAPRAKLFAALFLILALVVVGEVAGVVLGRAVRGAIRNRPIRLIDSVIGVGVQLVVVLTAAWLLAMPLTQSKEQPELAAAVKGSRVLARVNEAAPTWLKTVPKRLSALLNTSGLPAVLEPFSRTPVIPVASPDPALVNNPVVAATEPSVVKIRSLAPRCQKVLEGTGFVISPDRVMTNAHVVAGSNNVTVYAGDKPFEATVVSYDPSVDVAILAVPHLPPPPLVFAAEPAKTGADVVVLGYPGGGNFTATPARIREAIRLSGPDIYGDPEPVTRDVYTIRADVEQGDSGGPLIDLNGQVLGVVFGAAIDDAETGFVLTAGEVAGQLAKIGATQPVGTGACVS
PriA SSB inh: blocks PriA binding to SSB C-terminal tail; 430,000 compounds, 0.6% hits; inhibition, % at 33 µM; AlphaScreen SSBct-PriA binding, biotinylated peptide; AID 1272365; in the data active means inhibition mostly above about 37%, no sharp cut-off; inactive means mostly below about 20%;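 further: plate controls were negative control peptide for no effect and reference peptide for full effect; strong numbers were not always called active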
Y pestis TopoI: Y. pestis Topo-I inhibition via cleavage products; Y. pestis Topo-I cleavage product accumulation, plate reader; activity, % at 10 µM; AID 504884; 360,000 compounds, 0.064% hits; in the data active means activity above about 50%, passing the limit was not always enough; further: inactives centre near 2
CCHF vOTU inh: blocks the CCHF virus ovarian tumor domain protease. CCHFV vOTU protease, Pep-AMC fluorescence. inhibition, % at 11.5 µM. 370,000 compounds, 0.55% hits; in the data active means inhibition above about 30%; further: 0% = vehicle wells with enzyme and 100% = no enzyme wells
Vc quorum ag: induces V. cholerae light production without autoinducers. AID 588436. V. cholerae BH1578 lux reporter, luminescence, 6 h. 350,000 compounds, 0.16% hits. activation, % at 18.7 µM; in the data active means activation mostly above about 9.7%, no sharp cut-off; further: not every result past the cut was called active; inactives centre near 0; reference of the scale not given here
VHR inh abs: DUSP3 (human) phosphatase inhibition. P51452. recombinant VHR phosphatase, pNPP absorbance. inhibition, % at 13.3 µM. 290,000 compounds, 0.52% hits. AID 1654; in the data active means inhibition above about 50%; further: some compounds called inactive have numbers as strong as hits
Target sequence (P51452 whole entry, looked up): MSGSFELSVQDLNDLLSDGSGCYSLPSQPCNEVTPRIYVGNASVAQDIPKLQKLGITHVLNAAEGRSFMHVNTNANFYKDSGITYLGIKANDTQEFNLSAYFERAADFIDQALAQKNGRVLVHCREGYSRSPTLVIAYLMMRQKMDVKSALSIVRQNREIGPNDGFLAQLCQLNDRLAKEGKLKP
Active calls of the source: *. Some of the compounds tested; count on the stated rates, not on these rows.

Results for CN(CC(=O)O/N=C(\N)c1ccccn1)S(=O)(=O)c1ccccc1 ?
MazEF act: 5; PrPC TRFRET: 6; SARS 3CLpro inh: 8; TcdB GH inh: 0.2; Rv3671c inh: -4; PriA SSB inh: inactive; Y pestis TopoI: 3; CCHF vOTU inh: -8; Vc quorum ag: -0.6; VHR inh abs: 20

How did O=C1N=c2ccccc2=C1c1sc(=S)n(Cc2ccccc2Cl)c1O do in these assays?
MazEF act: 23; PrPC TRFRET: 9; SARS 3CLpro inh: 6; TcdB GH inh: 1.3; Rv3671c inh: 10; PriA SSB inh: -3; Y pestis TopoI: -9; CCHF vOTU inh: -10; Vc quorum ag: -0.7; VHR inh abs: 4

What do the screens show for `CC(C)=CCN1CCN(Cc2cnc(C)s2)CC1CCO` (stereo unspecified)?
MazEF act: -2; PrPC TRFRET: 0; SARS 3CLpro inh: 7; TcdB GH inh: 1.1; Rv3671c inh: 8; PriA SSB inh: -10; Y pestis TopoI: 4; CCHF vOTU inh: -3; Vc quorum ag: inactive; VHR inh abs: 15

How did O=c1c2c(nc3c(-c4ccccc4)c[nH]n13)CCCC2 do in these assays?
MazEF act: -4; PrPC TRFRET: 2; SARS 3CLpro inh: -6; Rv3671c inh: 9; PriA SSB inh: 0; Y pestis TopoI: -4; CCHF vOTU inh: -4; VHR inh abs: 17

How did COCC(C)N1CCC(Oc2ccc(C(=O)NCc3ccccn3)cc2)CC1 (stereo unspecified) do in these assays?
MazEF act: -17; PrPC TRFRET: -6; SARS 3CLpro inh: 2; TcdB GH inh: 1.5; Rv3671c inh: -3; PriA SSB inh: 6; Y pestis TopoI: 0; CCHF vOTU inh: -7; Vc quorum ag: -0.6; VHR inh abs: 27

What do the screens show for `CCOC(=O)C1=C(C)Nc2nc(SCC)nn2C1c1ccc(OC)cc1` (stereo unspecified)?
MazEF act: -2; PrPC TRFRET: 0; SARS 3CLpro inh: 5; Rv3671c inh: -4; PriA SSB inh: 1; Y pestis TopoI: -2; CCHF vOTU inh: 1; Vc quorum ag: -0.3; VHR inh abs: 10

What do the screens show for `COc1cc(C2=NOC(C(=O)Nc3c(C)n(C)n(-c4ccccc4)c3=O)C2)cc(OC)c1OC` (stereo unspecified)?
MazEF act: -2; PrPC TRFRET: -10; SARS 3CLpro inh: 6; TcdB GH inh: 1.3; Rv3671c inh: 7; PriA SSB inh: 0; Y pestis TopoI: -9; CCHF vOTU inh: 8; Vc quorum ag: -0.2; VHR inh abs: 16

What do the screens show for `CN(Cc1ccc(F)cc1)C(=O)c1cccc(S(=O)(=O)N2CCN(c3ccc(F)cc3)CC2)c1`?
MazEF act: 0; PrPC TRFRET: 14; TcdB GH inh: 1.3; Rv3671c inh: -2; PriA SSB inh: -12; Y pestis TopoI: 19; CCHF vOTU inh: 4; Vc quorum ag: inactive

Results for CCOC(=O)c1c(NC(=O)C(C)N2CCN(C(=O)c3ccco3)CC2)sc2c1CCCC2 (stereo unspecified) ?
MazEF act: 2; PrPC TRFRET: -9; SARS 3CLpro inh: 6; Rv3671c inh: -6; PriA SSB inh: 2; Y pestis TopoI: 7; CCHF vOTU inh: 4; Vc quorum ag: -0.3; VHR inh abs: 7

How did N#C/C(=C/c1ccccc1)c1nn(CCO)c(N)c1C#N do in these assays?
MazEF act: 1; PrPC TRFRET: -30; SARS 3CLpro inh: -4; Rv3671c inh: 9; PriA SSB inh: 3; Y pestis TopoI: 2; CCHF vOTU inh: 9; Vc quorum ag: -5.2; VHR inh abs: -22

What do the screens show for `CCOC(=O)CSc1ncnc2c1cnn2-c1ccc(C)cc1`?
MazEF act: -5; PrPC TRFRET: 3; SARS 3CLpro inh: -3; Rv3671c inh: -3; PriA SSB inh: -4; Y pestis TopoI: 2; CCHF vOTU inh: 0; Vc quorum ag: inactive; VHR inh abs: -11

How did COc1ccc2c(c1[N+](=O)[O-])CCC/C2=N/OC(=O)c1cccc2ccccc12 do in these assays?
MazEF act: -5; PrPC TRFRET: -1; SARS 3CLpro inh: 11; Rv3671c inh: -4; Y pestis TopoI: 1; CCHF vOTU inh: 3; Vc quorum ag: inactive; VHR inh abs: 17

How did COc1ccc(-c2noc(CCCOc3ccccc3)n2)cc1OC do in these assays?
MazEF act: 2; PrPC TRFRET: 0; SARS 3CLpro inh: 4; Rv3671c inh: -6; PriA SSB inh: -14; Y pestis TopoI: 27; CCHF vOTU inh: 2; Vc quorum ag: inactive; VHR inh abs: 6

How did COc1ccc(/C=N/NC(=S)Nc2ccccc2)cc1COc1ccc(F)cc1F do in these assays?
MazEF act: -4; PrPC TRFRET: 2; SARS 3CLpro inh: -4; Rv3671c inh: -5; Y pestis TopoI: 2; CCHF vOTU inh: 17; Vc quorum ag: -0.3; VHR inh abs: 0

Results for C=C1CCN([C@@H](CC(C)C)C(=O)NCc2cc(OC)c(OC)c(OC)c2)S(=O)(=O)c2ccccc21 ?
MazEF act: 7; PrPC TRFRET: 2; TcdB GH inh: 2.6; Rv3671c inh: 12; PriA SSB inh: -11; Y pestis TopoI: 27; CCHF vOTU inh: 4; Vc quorum ag: -0.8

How did CC1CC(=NNC(=O)C2COc3ccccc3O2)CC(C)(C)C1 (stereo unspecified) do in these assays?
MazEF act: 4; PrPC TRFRET: 7; TcdB GH inh: 2.1; Rv3671c inh: -11; PriA SSB inh: -3; Y pestis TopoI: 5; CCHF vOTU inh: -2; Vc quorum ag: 5.0

How did Cn1c(N)c(C(=O)Nc2cccc(Cl)c2)c(=O)n(C)c1=O do in these assays?
MazEF act: 1; PrPC TRFRET: 0; SARS 3CLpro inh: 2; TcdB GH inh: 0.4; Rv3671c inh: -16; PriA SSB inh: -11; Y pestis TopoI: -6; CCHF vOTU inh: 2; Vc quorum ag: 0.6; VHR inh abs: -6

How did O=C(/C=C/c1ccc([N+](=O)[O-])cc1)N1CCN(S(=O)(=O)c2cccs2)CC1 do in these assays?
MazEF act: -14; PrPC TRFRET: -14; SARS 3CLpro inh: 1; TcdB GH inh: 0.9; Rv3671c inh: 1; PriA SSB inh: -3; Y pestis TopoI: -3; CCHF vOTU inh: 8; Vc quorum ag: -0.1; VHR inh abs: 23

What do the screens show for `CC(C)C1=NN(C(=O)c2cccnc2)C(O)(C(F)(F)F)C1` (stereo unspecified)?
MazEF act: 6; SARS 3CLpro inh: 7; TcdB GH inh: -0.6; Rv3671c inh: 2; PriA SSB inh: -14; Y pestis TopoI: 14; Vc quorum ag: inactive; VHR inh abs: 27

What do the screens show for `Cc1cccc(C)c1NC(=S)NC(=O)c1ccc(Br)o1`?
MazEF act: 8; PrPC TRFRET: 10; SARS 3CLpro inh: 3; TcdB GH inh: 1.3; Rv3671c inh: 2; PriA SSB inh: -2; Y pestis TopoI: -7; CCHF vOTU inh: 18; Vc quorum ag: -0.3; VHR inh abs: 17

How did Cc1ccc2cc([N+](=O)[O-])ccc2n1 do in these assays?
MazEF act: 6; PrPC TRFRET: -17; SARS 3CLpro inh: 1; TcdB GH inh: 2.1; Rv3671c inh: 0; PriA SSB inh: 0; Y pestis TopoI: 3; CCHF vOTU inh: -10; Vc quorum ag: inactive; VHR inh abs: 12

What do the screens show for `FC(F)(F)c1ccc(CN2CCNCC2)cc1`?
MazEF act: 6; PrPC TRFRET: 1; SARS 3CLpro inh: 3; TcdB GH inh: 1.0; Rv3671c inh: 7; PriA SSB inh: -25; Y pestis TopoI: 4; CCHF vOTU inh: -20; Vc quorum ag: -0.4; VHR inh abs: 13

What do the screens show for `CC(C)c1cccc(-c2ccc3c(c2)S(=O)(=O)c2cccc(C(=O)NCc4ccccc4Cl)c2C3=O)c1`?
MazEF act: -6; Rv3671c inh: -7; PriA SSB inh: 2; Y pestis TopoI: 1; Vc quorum ag: inactive

How did Clc1ccc(Cl)c2sc(N3CCOCC3)nc12 do in these assays?
MazEF act: 1; PrPC TRFRET: -1; SARS 3CLpro inh: -4; Rv3671c inh: -6; PriA SSB inh: -17; Y pestis TopoI: -2; CCHF vOTU inh: 8; Vc quorum ag: 1.5

Results for Cc1[nH]c2ccccc2c1Cc1nnc(SCC(N)=O)o1 ?
MazEF act: -5; PrPC TRFRET: -9; SARS 3CLpro inh: 5; TcdB GH inh: 2.0; Rv3671c inh: 5; PriA SSB inh: 1; Y pestis TopoI: 5; CCHF vOTU inh: 1; Vc quorum ag: -0.4; VHR inh abs: 7

Results for O=C(N/N=C/c1c(O)n(Cc2ccccc2)c(=O)[nH]c1=O)c1ccccc1 ?
MazEF act: 1; PrPC TRFRET: 9; SARS 3CLpro inh: 2; Rv3671c inh: 4; Y pestis TopoI: -2; CCHF vOTU inh: -8; Vc quorum ag: -0.2; VHR inh abs: 38

How did CCN(Cc1ccncc1)C(=O)c1ccc(Br)o1 do in these assays?
MazEF act: 0; PrPC TRFRET: -4; SARS 3CLpro inh: 4; TcdB GH inh: 1.3; Rv3671c inh: 3; PriA SSB inh: -8; Y pestis TopoI: 1; CCHF vOTU inh: 12; Vc quorum ag: 0.5; VHR inh abs: 18

What do the screens show for `CC(C)c1ccc(/C=N/NC(=O)CC(=O)NCc2ccccc2)cc1`?
MazEF act: 2; PrPC TRFRET: 3; SARS 3CLpro inh: 1; TcdB GH inh: -0.3; Rv3671c inh: -2; Y pestis TopoI: 26; CCHF vOTU inh: 5; Vc quorum ag: -0.3; VHR inh abs: 15

What do the screens show for `COc1ccc(S(=O)(=O)N2CCc3ccccc32)cc1C(=O)Nc1ccc(NC(C)=O)cc1`?
MazEF act: -2; PrPC TRFRET: 11; TcdB GH inh: 0.0; Rv3671c inh: -27; PriA SSB inh: 0; Y pestis TopoI: 39; CCHF vOTU inh: -3; Vc quorum ag: -1.4

How did COc1ccc(N(C)S(=O)(=O)c2ccc(Cl)c(C(=O)NCC(C)(C)N3CCOCC3)c2)cc1 do in these assays?
MazEF act: -1; PrPC TRFRET: 4; TcdB GH inh: -0.2; Rv3671c inh: -10; PriA SSB inh: 1; Y pestis TopoI: 7; CCHF vOTU inh: 10; Vc quorum ag: inactive

What do the screens show for `Cc1ccc(NC(=O)CSc2nc3cc(C(=O)NCC4CCCO4)ccc3c(=O)n2CC2CCCO2)cc1` (stereo unspecified)?
MazEF act: 6; PrPC TRFRET: 0; TcdB GH inh: -2.7; Y pestis TopoI: 1; CCHF vOTU inh: 5; Vc quorum ag: inactive
